From PubChem BioAssay
IMP-1 inhibitor: inhibitors of Pseudomonas aeruginosa IMP-1 metallo-beta-lactamase; purified IMP-1, nitrocefin hydrolysis, epi-absorbance fluorescence; 290,000 tested, 0.45% active; inhibition, % at 5.6 µM;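 active = inhibition above the mean plus 3 SD of all compounds in the same screening run, cut at about 4.5% in these data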;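 note: 0% = IMP-1 with DMSO and 100% = DMSO wells lacking enzyme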
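System: purified IMP-1; amount: IMP-1 0.2 nM before substrate addition; compound: single dose, 5.6 µM; times: 25 °C, 15 min preincubation, 25 min reaction; signal: Epi-absorbance via hydrolysed-nitrocefin quenching of white-plate fluorescence, 480/530 nm, EDTA stop; benchmarks: DMSO with and without IMP-1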
UBC9 SUMO inh: blocks human SUMOylation mediated by UBC9. AID 2006. P63279. 290,000 tested, 0.36% active. HTRF SUMOylation assay, SAE1/SAE2 + UBC9, in vitro. inhibition, % at 35 µM; in the data active = inhibition above about 50%, passing the limit was not always enough; note: strong numbers were not always called active
NS3 helicase inh: inhibitors of Hepatitis C virus NS3 helicase | NS3 helicase DNA unwinding, Cy5 molecular beacon fluorescence | inhibition, % at 10.9 µM | 290,000 tested, 0.56% active;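 active = inhibition above the mean of all tested compounds plus 3 SD, set per campaign, cut at about 35% in these data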;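 note: 0% = DMSO wells and 100% = thioflavine S control wells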
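System: Hepatitis C virus NS3 helicase domain fragment enzyme | Reagent: Annealed dual-labelled DNA beacon duplex, ATP-started | Compound dosing: 10.9 µM single point, 0.8% DMSO | Incubation: 1 h reaction at 25 °C, ATP-initiated | Technique: Cy5 fluorescence | Evaluation: Percent inhibition from t60/t0 fluorescence ratio | Benchmarks: Low DMSO, high thioflavine S at 110 µM | Replication: Singlicate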
p-CIP stab down: p/CIP protein destabilization; Q05BA5; F442A p/CIP-EGFP cells, EGFP fluorescence, 16 h; decrease of EGFP signal, % at 10 µM; 290,000 tested, 0.01% active;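 active = EGFP signal decrease of at least 30% at 10 µM or well 3 SD below plate mean, unless failing retest; inactive = the rest, including hits failing retest or dose response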; note: some compounds called inactive have numbers as strong as hits; many of its hits are not listed in these tables
IDE cell activ: boosts human insulin-degrading enzyme activity in HEK cells. P14735. FAbeta-B cleavage, fluorescence polarization; 0% vehicle, 100% cell-free pure enzyme wells. activation, % at 5.96 µM. 340,000 tested, 0.073% active. AID 493087;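 active = activation above the mean of all tested compounds plus 3 SD, set per screening campaign, cut at about 17% in these data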
Target sequence (P14735 whole entry, looked up): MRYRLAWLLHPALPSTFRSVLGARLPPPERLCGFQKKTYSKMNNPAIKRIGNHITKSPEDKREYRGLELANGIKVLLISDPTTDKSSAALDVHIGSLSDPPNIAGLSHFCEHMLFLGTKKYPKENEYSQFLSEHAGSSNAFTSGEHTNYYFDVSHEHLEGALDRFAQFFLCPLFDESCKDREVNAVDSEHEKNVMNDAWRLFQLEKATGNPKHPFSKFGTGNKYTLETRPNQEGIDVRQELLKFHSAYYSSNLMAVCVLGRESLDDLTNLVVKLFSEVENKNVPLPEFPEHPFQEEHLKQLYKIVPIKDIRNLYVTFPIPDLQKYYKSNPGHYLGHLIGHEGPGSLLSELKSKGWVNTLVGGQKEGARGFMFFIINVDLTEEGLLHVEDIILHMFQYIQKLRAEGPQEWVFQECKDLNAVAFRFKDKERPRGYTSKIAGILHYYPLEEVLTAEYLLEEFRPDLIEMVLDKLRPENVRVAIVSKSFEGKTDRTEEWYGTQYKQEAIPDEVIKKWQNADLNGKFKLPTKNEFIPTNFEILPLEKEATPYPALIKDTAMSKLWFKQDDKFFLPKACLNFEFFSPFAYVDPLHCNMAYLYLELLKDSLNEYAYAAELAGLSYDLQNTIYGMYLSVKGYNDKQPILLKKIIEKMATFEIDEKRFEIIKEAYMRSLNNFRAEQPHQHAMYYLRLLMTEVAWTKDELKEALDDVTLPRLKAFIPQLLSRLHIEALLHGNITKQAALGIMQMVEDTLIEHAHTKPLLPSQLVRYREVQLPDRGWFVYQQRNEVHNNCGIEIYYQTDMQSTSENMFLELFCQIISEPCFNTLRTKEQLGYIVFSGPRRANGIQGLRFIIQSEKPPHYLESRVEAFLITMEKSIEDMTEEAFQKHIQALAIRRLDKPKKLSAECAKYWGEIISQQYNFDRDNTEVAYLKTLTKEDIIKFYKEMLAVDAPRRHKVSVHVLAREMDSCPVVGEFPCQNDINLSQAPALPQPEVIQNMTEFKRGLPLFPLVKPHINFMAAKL
M18AAP inhibitor: blocks P. falciparum M18 aspartyl aminopeptidase | 290,000 tested, 1.2% active | recombinant PfM18AAP, H-Glu-NHMec fluorogenic cleavage | inhibition, % at 7.35 µM | AID 1822;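 active = inhibition above the campaign mean inhibition over all tested compounds plus 3 SD, cut at about 28% in these data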;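 note: 0% = plate median of test compound wells and 100% = 2 mM ZnCl2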
IDE inh: inhibitors of human insulin-degrading enzyme in cells; HEK cells, FAbetaB cleavage, fluorescence polarization; inhibition, % at 5.59 µM; 320,000 tested, 0.41% active;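 active = percent inhibition above the average of all tested compounds plus 3 SD, set per screening campaign, cut at about 16% in these data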;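 note: IDE supplied by intact live HEK cells; FP after avidin binding of uncleaved biotin substrate so inhibition keeps polarization high; 0% = DMSO wells and 100% = 60 µM reference IDE inhibitor Ii1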
DNA FID counter: displaces DNA intercalator in HCV helicase counter-screen; AID 1845; DNA fluorescent intercalator displacement, fluorescence; inhibition, % at 7.9 µM; 290,000 tested, 0.17% active; in the data active = inhibition above about 37%;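 note: 0% = vehicle and 100% = reference compound; higher means more ethidium bromide displaced from hairpin DNA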
VIM-2 inh: blocks Pseudomonas aeruginosa VIM-2 metallo-beta-lactamase | purified VIM-2, nitrocefin hydrolysis, epi-absorbance fluorescence | inhibition, % at 5.6 µM | 290,000 tested, 0.89% active;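 active = inhibition above the mean of all tested compounds plus 3 SD, cutoff set per screening run, cut at about 7.5% in these data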;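 note: red hydrolysis product quenches plate fluorescence so inhibitors raise well fluorescence; 0% = enzyme with DMSO and 100% = DMSO without enzyme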
Starred values were filed as active, the others as inactive; x = no result given.

SMILES	IMP-1 inhibitor	UBC9 SUMO inh	NS3 helicase inh	p-CIP stab down	IDE cell activ	M18AAP inhibitor	IDE inh	DNA FID counter	VIM-2 inh
COC(=O)Cn1c(CN2CCC(Cc3ccccc3)CC2)nc2c1c(=O)n(C)c(=O)n2C	-1.4	-10	16	-20	5	-10	-5	-44	-2.9
O=C(NCCNS(=O)(=O)c1ccc(Cl)cc1)c1cc(OCC(F)(F)F)ccc1OCC(F)(F)F	-1.2	-10	4	6	0	16	-2	-6	4.5
CCOC(=O)CSc1nnc(CNC(=O)c2cccs2)n1-c1cccc(C)c1	-6.4	10	8	0	3	-20	2	-22	-3.3
COc1ccc(C2c3[nH]c4ccccc4c3CCN2C(=O)Cc2nonc2C)c(F)c1 (stereo not given)	-2.1	-24	-13	5	2	-2	0	-24	-0.2
CN(C)S(=O)(=O)c1ccc(C(=O)OCCN=C2NS(=O)(=O)c3ccccc32)cc1	-1.3	9	3	3	5	-2	-4	-12	0.6
CC(=O)Nc1ccc(OCC(O)Cn2c(C(C)C)nc3ccccc32)cc1 (stereo not given)	-3.5	-3	-5	-12	1	-13	0	-10	0.9
CC1Cc2cc(S(=O)(=O)CCC(=O)NC3CCCCC3)ccc2N1C(=O)C1CC1 (stereo not given)	-3.7	10	9	4	4	-1	7	-39	-0.5
Cc1ccc(NC(=O)CN2C(=O)S/C(=C\c3cc(C)n(-c4ccc(C(=O)O)cc4)c3C)C2=O)cc1	-2.0	19	0	-2	-9	3	1	-20	-3.0
Cc1nc2ccc(NC(=O)c3cnc(Cl)c(Cl)c3)cc2s1	-2.4	6	-10	2	3	-3	5	-18	-1.9
CS(=O)(=O)c1ccc(C(=O)N(Cc2ccccc2)c2ccccc2)cc1	-0.6	11	-4	-4	-1	1	-4	-23	1.1

Random excerpt: 2 entries already listed
SMILES	IMP-1 inhibitor	UBC9 SUMO inh	NS3 helicase inh	p-CIP stab down	IDE cell activ	M18AAP inhibitor	IDE inh	DNA FID counter	VIM-2 inh
CC(=O)Nc1ccc(OCC(O)Cn2c(C(C)C)nc3ccccc32)cc1 (stereo not given)	-3.5	-3	-5	-12	1	-13	0	-10	0.9
Cc1nc2ccc(NC(=O)c3cnc(Cl)c(Cl)c3)cc2s1	-2.4	6	-10	2	3	-3	5	-18	-1.9

Other compounds
SMILES	IMP-1 inhibitor	UBC9 SUMO inh	NS3 helicase inh	p-CIP stab down	IDE cell activ	M18AAP inhibitor	IDE inh	DNA FID counter	VIM-2 inh
Nc1cc(=O)[nH]c(SCC(=O)Nc2nc3ccc([N+](=O)[O-])cc3s2)n1	0.9	3	-6	-5	x	12	4	8	-2.4
CC1(C)CC(CCNC(=O)c2ccc(-n3cnnn3)cc2)CC(C)(C)N1	-0.2	-18	-5	0	1	6	-1	1	-2.1
CC(NC(=O)NC(=O)c1ccc(Cl)cc1Cl)C1CC1 (stereo not given)	-3.3	17	3	2	0	-9	-1	-10	-1.3
CC1CCCCN1C(=O)Cn1cnc2c1c(=O)n(C)c(=O)n2C (stereo not given)	-3.7	5	-2	4	3	4	-4	0	-3.3
CCn1cc(CNC(=O)c2ccc(OC3CCN(Cc4ccccn4)CC3)cc2)cn1	-1.3	18	1	-17	3	-3	-3	-9	-4.0
CCN(CC)C(=O)/C(=C/c1cccc([N+](=O)[O-])c1)NC(=O)c1ccco1	-3.3	5	-2	0	1	-5	-6	-10	-0.9
COc1c(C(=O)NCCSC(C)(C)C)ccc2ccccc12	-3.1	-7	7	1	4	1	-1	-37	-2.9
O=C(O)Cn1cc2c(n1)CCCC2	-2.2	6	2	-6	6	-1	2	7	-0.5
Cc1ccc(NC(=O)C2CCCN2C(=O)Oc2ccccc2)cc1C (stereo not given)	-2.9	0	3	-3	0	3	2	-9	-0.3
O=C(CSc1nnc(COc2ccc(Cl)cc2)o1)N1CCCC1	-2.5	2	23	-7	-7	5	3	-20	-0.3
O=C1CC(N2CCC(c3nc4ccccc4[nH]3)CC2)C(=O)N1c1cccc(F)c1 (stereo not given)	-2.1	-1	1	-8	12	-3	6	1	-3.5
CCOC(=O)c1cccc(NC(=O)CCc2nnc3ccc(N4CCCCC4)nn23)c1	-0.4	4	-3	-2	7	-5	0	-59	-1.0
O=C(CC1C(=O)NCCN1Cc1ccc(F)c(F)c1)NCCCn1ccnc1 (stereo not given)	-1.6	-5	-11	-20	1	-1	9	8	-3.2
CCOc1ccc(C(=O)N2CCN(c3ccccc3)CC2)cc1	-1.1	-8	19	-3	x	10	0	-31	-1.2
COC(=O)c1cn(NC(=O)/C=C/c2cc(OC)ccc2OC)c(=O)c2ccccc12	-1.5	13	3	-5	7	-11	-4	-7	0.8
Fc1cccc(C2NN=C(c3ccccc3)S2)c1 (stereo not given)	-2.5	0	25	-12	3	-2	-3	-4	-5.4
CCn1c(CNc2ccc(Cl)cc2)nnc1SCc1ccc(C)cc1	-1.5	-46	-7	18	-3	4	5	-19	-1.7
Cc1ccc(C(=O)N2CCN(c3ccc([N+](=O)[O-])cc3)CC2)o1	-1.3	-4	-3	-16	3	7	2	-14	-0.8
O=C(COc1ccc(/C=N/NS(=O)(=O)c2ccccc2)cc1)Nc1cccc(Cl)c1	-2.9	-45	-4	-1	4	2	4	-3	1.7
COc1ccc([C@H]2C=C(C(=O)O)O[C@@H](OCc3ccc(CO)cc3)C2)cc1	x	15	x	-8	2	x	4	x	x
COCCn1c(SCC(=O)c2ccccc2)nc2ccccc2c1=O	-1.9	-1	-1	-13	x	1	1	-9	-2.8
Cc1nc(CSc2nc3[nH]ncc3c(=O)n2-c2ccccc2)cs1	-4.1	2	1	-10	-19	-6	9	-21	0.9
CCCN(CCC)C(=O)c1c(NC(=O)CC)sc2c1CCCCC2	-3.0	19	3	-15	0	5	-1	-32	-3.5
CN(C(=O)c1ccco1)c1nc(-c2ccc(Cl)cc2)cs1	-4.4	2	-3	-2	-12	1	7	-7	-2.6
Cc1ccc(SCC(=O)NNC(=O)c2ccccc2)cc1C	-2.1	14	5	-14	2	7	1	-7	-2.6
O=C(N/N=C\c1cn[nH]c1-c1ccc(Cl)cc1)c1cccs1	-4.4	52*	-1	-2	-1	4	4	-12	-5.2
COc1ccc(CCNC(=O)Nc2cccs2)c(OC)c1	2.0	1	-4	-8	-1	16	-2	-11	-1.0
COc1ccc(OC)c(N(CC(=O)N2CCC(C)CC2)S(=O)(=O)c2ccccc2)c1	-0.9	-1	-13	-3	2	-10	4	-30	-2.9
CC(=O)N1CCCc2cc(S(=O)(=O)CCC(=O)Nc3cccc(C)c3C)ccc21	-1.4	-4	14	8	6	0	2	-16	-1.3
COc1ccc(S(=O)(=O)N2CCN(S(=O)(=O)c3ccc(C(F)(F)F)cc3)CC2)cc1C	-0.3	1	-2	0	7	-10	-3	4	-0.1
CCOC(=O)c1cc(-c2cccs2)nc2c1c(C)nn2-c1ccccn1	-2.7	10	3	-1	2	5	-3	-14	2.5
O=C(NN=C1CCCC1)C1COc2ccccc2O1 (stereo not given)	-5.1	-7	-3	-1	4	-1	8	-3	-4.2
O=C(CNC(=O)c1ccccc1)NCC(=O)OCc1ccc(Cl)cc1	-0.8	-2	1	-10	-2	-3	6	-5	-0.3
CC(C)CNC(=O)COC(=O)c1ccc([N+](=O)[O-])cc1Cl	-4.7	-5	10	-1	1	1	3	-5	-2.0
CN(CCCCCNC(=O)/C=N/O)Cc1ccccc1	-0.4	-1	0	2	x	-4	x	0	-1.6
O=C(Nc1ccccc1)C1CCN(C(=O)c2ccco2)CC1	-1.1	12	-4	-1	2	-7	-8	0	-1.1
Cc1ccc(NCc2nnc(SCC(=O)Nc3cccc(O)c3)n2CC2CCCO2)c(C)c1 (stereo not given)	-1.3	16	2	-4	0	18	-2	-9	1.3
O=C(c1ccc(CSc2nc3ccncc3[nH]2)cc1)N1CCCCCC1	-1.9	10	9	-4	-2	-5	0	-10	0.3
N#CCN1C(=O)C2CCCN2c2ccc(S(=O)(=O)N3CCOCC3)cc21 (stereo not given)	-4.1	-2	1	5	-6	0	3	-7	1.1
Cc1cc(S(=O)(=O)N2CCOCC2)ccc1OCC(=O)Nc1cccc(C(F)(F)F)c1	-4.7	-20	1	4	-2	0	1	-22	-4.3
CCCCNC(=O)CSc1nc2ccc(N3CCOCC3)cc2c(=O)n1CCc1ccccc1	-5.4	14	23	-4	1	1	-5	-8	-2.9
COc1ccc(NC(=S)N(CCN2CCOCC2)Cc2cc3cc4c(cc3[nH]c2=O)OCCO4)cc1	-3.5	7	-12	-13	-6	25	9	-10	-2.6
COc1ccc(Sc2ccc(/C=C3\C(=O)NN(c4ccccc4)C3=O)o2)cc1	-0.7	21	47*	-11	5	11	4	-14	-3.8
COc1ccc(/C(C)=N/NC(=O)C(NC(=O)c2ccccc2)c2n[nH]c(=O)c3ccccc23)c(OC)c1 (stereo not given)	1.0	9	3	2	4	-6	1	-8	-0.5
OCC1(CC2CCCCO2)CCN(Cc2cccc(O)c2)CC1 (stereo not given)	-2.4	13	7	-8	9	3	-5	4	-4.8
Cc1ccc(C(=O)N2CCOCC2)cc1S(=O)(=O)N1CCCC1	-2.1	12	12	-4	2	-2	-3	-1	-0.3
C=CCN(C(=O)c1csnn1)C(C(=O)NC1CCCC1)c1ccc(OC)cc1 (stereo not given)	-1.6	-9	6	-10	2	-3	-1	-15	-1.4
CCC(CC)COC(=O)C1=C(C)NC(=O)NC1c1ccc(OC)cc1 (stereo not given)	-2.7	12	-12	-9	-10	-12	6	-25	-1.6
Cc1ccc(C(=O)N/N=C/C2=Cc3ccccc3OC2C)cc1 (stereo not given)	-2.7	0	1	-8	1	-7	11	-14	-2.5
Cc1cnc(NC(=O)c2cccs2)s1	-2.1	-1	-4	11	9	2	-1	-3	-1.8
More results follow.
SMILES	IMP-1 inhibitor	UBC9 SUMO inh	NS3 helicase inh	p-CIP stab down	IDE cell activ	M18AAP inhibitor	IDE inh	DNA FID counter	VIM-2 inh
Cn1c(C(=O)N2CCCC2)cc2c(=O)n(C)c3ccccc3c21	-3.1	12	4	-10	0	3	x	-17	4.9
Cc1ccc(Br)cc1S(=O)(=O)N1CCN(c2ccccc2)CC1	-2.0	-1	-3	-6	0	4	-1	-1	-2.0
O=C(NCCc1ccccc1)c1cccnc1N1CCCCCC1	-0.3	0	1	-6	3	-5	3	-9	1.6
CCOc1ccc(NC(=S)Nc2ccccc2C2CC2)cc1	-1.4	3	-8	-2	3	5	-2	-2	0.9
CCOC(=O)/C=C1\SCC(=O)N1CC(=O)Nc1ccccc1OC(F)F	1.9	8	-3	-2	-5	-5	9	-2	-2.9
CC(=O)c1cccc(NC(=O)NCc2ccccn2)c1	1.7	-1	-6	0	7	-1	4	0	0.6
COc1ccc(C(=O)Nc2ccccc2C(=O)Nc2cccnc2)cc1	-3.0	4	-8	-11	5	2	-2	-26	-1.3
C(=N\Nc1ccc(-n2ccnc2)nn1)/c1ccccc1	-1.3	19	1	-11	7	1	1	-4	-0.2
Nc1cc(=O)nc(SCC(=O)Nc2ccccc2Cl)n1-c1ccccc1	-0.9	14	5	3	2	2	1	6	0.1
O=C(CN1C(=O)C2CCCCC2C1=O)N1CCN(c2ccccc2)CC1 (stereo not given)	-3.0	8	3	-13	-1	-2	7	-3	-2.4
